High-throughput results: PubChem BioAssay, several laboratories
M5 PAM = human M5 muscarinic receptor positive allosteric modulators, primary screen, CHO-K1 cells, Fluo-8 calcium fluorescence | CHO-K1 hM5, ACh EC20 PAM; 0% = ACh EC20, 100% = ACh EC100 | Muscarinic acetylcholine receptor M5 (Homo sapiens), P08912 | activation, % at 3 µM | AID 624038, 2012 | 360,000 tested, 0.3% active;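 active = activation above the run cutoff, the mean activation of all test compounds plus 3 SD, cut at about 18% in these data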
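system = human M5 receptor in CHO-K1 cells | reagent = EC20 acetylcholine as agonist stimulus | compound dosing = single-point, 3 µM nominal | incubation = Fluo-8 loading 80 min at 37 °C plus 30 min room temperature | detection = Fluo-8 calcium dye fluorescence, kinetic read | benchmarks = low control EC20 acetylcholine (0%), high control EC100 acetylcholine (100%)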
CRFR2-BP ag = agonists of CRF-BP/CRF-R2 complex, primary screen, cell-based, HEK293, calcium dye fluorescence, uHTS; activation, % at 13.2 µM; 350,000 tested, 0.46% active; CRF-binding protein / CRF receptor 2 complex (human); calcium dye fluorescence (FLIPR); percent of saturating CRF peptide response;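 active = activation of at least 50%, plus an integration ratio under a set limit after plate pattern correction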;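 note: plate controls were neutral control wells without compound for no effect and CRF at EC100 for full effect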
M5 ag = human M5 muscarinic receptor agonists, primary screen, CHO-K1 cells, Fluo-8 calcium fluorescence. activation, % at 3 µM. 360,000 tested, 0.19% active. CHO-K1 hM5 cells; 0% DMSO wells, 100% maximal acetylcholine response. AID 624037, 2012;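 active = activation above the run's mean over test compounds plus 3 SD, cut at about 23% in these data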;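 note: signal is peak over basal fluorescence ratio across the kinetic read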
CRFBP-R2 block = antagonists of CRF-BP/CRF-R2 complex, primary screen, cell-based, HEK293, calcium dye fluorescence, uHTS; AID 588475, 2011; inhibition, % at 11.8 µM; CRF-induced calcium fluorescence; 350,000 tested, 0.59% active;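 active = inhibition of the ligand-induced calcium signal above about 50% at the single tested concentration, limit read from the data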
CHRM4 antagonist = human M4 muscarinic receptor antagonists, primary screen, CHO cells, Fluo-8 calcium fluorescence; Muscarinic acetylcholine receptor M4 (Homo sapiens), P08173; CHO-hM4 cells, ACh EC80; inhibition, % at 3 µM; 360,000 tested, 0.73% active; AID 624125, 2012;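 active = inhibition above its plate's cutoff, the mean inhibition of sample wells plus 3 SD, cut at about 27% in these data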;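 note: 0% = acetylcholine EC80 with DMSO and 100% = DMSO without agonist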
CHRM5 antagonist = human M5 muscarinic receptor antagonists, primary screen, CHO cells, Fluo-8 calcium fluorescence; Muscarinic acetylcholine receptor M5 (Homo sapiens), P08912; CHO-hM5 cells, ACh EC80; inhibition, % at 3 µM; 360,000 tested, 0.59% active;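 active = inhibition above a per-plate cutoff, the mean of that plate's test compounds plus 3 SD, cut at about 27% in these data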;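 note: 0% = acetylcholine EC80 with DMSO and 100% = DMSO without agonist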
M4 PAM = human M4 muscarinic receptor positive allosteric modulators, primary screen, CHO-K1 cells, Fluo-8 calcium fluorescence; Muscarinic acetylcholine receptor M4 (Homo sapiens), P08173; CHO-K1 hM4/Gqi5, ACh EC20; 0% = ACh EC20, 100% = maximal ACh; activation, % at 3 µM; 360,000 tested, 0.4% active; AID 624126, 2012;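 active = activation above its plate's cutoff, the mean activation of sample wells plus 3 SD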; note: some results filed as inactive read as strong as hits
M4 ag = human M4 muscarinic receptor agonists, primary screen, CHO-K1 cells, Fluo-8 calcium fluorescence | CHO-K1 hM4/Gqi5; vehicle 0%, full acetylcholine response 100% | activation, % at 3 µM | 360,000 tested, 0.14% active;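 active = activation above the run mean over all test wells plus 3 SD, cut at about 32% in these data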;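 note: peak over basal fluorescence ratio per well then scaled between controls; 0% = DMSO wells and 100% = acetylcholine at EC100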
IDE cell inh = human IDE inhibitors in live cells, primary screen, fluorescence polarization, HEK cells, FAbetaB substrate; Insulin-degrading enzyme (Homo sapiens), P14735; FAbetaB cleavage; inhibition, % at 5.59 µM; 320,000 tested, 0.41% active; AID 434962, 2010;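 active = percent inhibition above the average of all tested compounds plus 3 SD, set per screening campaign, cut at about 16% in these data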;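 note: IDE supplied by intact live HEK cells; FP after avidin binding of uncleaved biotin substrate so inhibition keeps polarization high; 0% = DMSO wells and 100% = 60 µM reference IDE inhibitor Ii1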
Target sequence (P14735 whole entry, looked up): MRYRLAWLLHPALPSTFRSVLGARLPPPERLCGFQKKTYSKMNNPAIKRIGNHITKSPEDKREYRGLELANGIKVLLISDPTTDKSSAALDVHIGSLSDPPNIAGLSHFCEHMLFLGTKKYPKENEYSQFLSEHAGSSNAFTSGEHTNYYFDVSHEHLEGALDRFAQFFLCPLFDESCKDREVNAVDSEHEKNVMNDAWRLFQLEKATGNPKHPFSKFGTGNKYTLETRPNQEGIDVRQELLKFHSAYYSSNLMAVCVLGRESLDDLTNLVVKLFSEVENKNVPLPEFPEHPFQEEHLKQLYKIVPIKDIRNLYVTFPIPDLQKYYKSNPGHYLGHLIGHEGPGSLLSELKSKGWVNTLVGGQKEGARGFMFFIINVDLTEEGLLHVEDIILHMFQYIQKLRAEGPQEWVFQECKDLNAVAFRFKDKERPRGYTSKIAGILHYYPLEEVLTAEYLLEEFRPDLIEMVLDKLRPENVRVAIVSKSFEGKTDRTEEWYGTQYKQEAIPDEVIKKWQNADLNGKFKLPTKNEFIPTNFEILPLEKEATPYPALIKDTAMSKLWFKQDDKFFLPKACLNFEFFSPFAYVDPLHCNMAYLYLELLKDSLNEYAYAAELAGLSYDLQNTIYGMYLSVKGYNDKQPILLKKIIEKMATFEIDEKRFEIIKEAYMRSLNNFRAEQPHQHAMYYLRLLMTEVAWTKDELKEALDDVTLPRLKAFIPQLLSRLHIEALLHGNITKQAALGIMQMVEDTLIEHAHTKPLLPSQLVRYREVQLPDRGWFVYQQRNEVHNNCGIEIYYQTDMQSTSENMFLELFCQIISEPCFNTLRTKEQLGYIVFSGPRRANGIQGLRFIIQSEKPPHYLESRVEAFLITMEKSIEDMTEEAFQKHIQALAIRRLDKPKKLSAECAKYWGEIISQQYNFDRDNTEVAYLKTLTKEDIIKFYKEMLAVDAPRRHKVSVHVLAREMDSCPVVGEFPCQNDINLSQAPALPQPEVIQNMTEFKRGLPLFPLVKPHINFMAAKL
Active calls of the source: *; . = not tested or not shown.

SMILES	M5 PAM	CRFR2-BP ag	M5 ag	CRFBP-R2 block	CHRM4 antagonist	CHRM5 antagonist	M4 PAM	M4 ag	IDE cell inh
O=C(CCN1C(=O)c2ccccc2S1(=O)=O)Nc1nc2c(s1)CCCC2	1.2	-1.9	1.3	-9.3	2.0	-7.7	-2.1	2.9	4.0
CCC(CC)C(=O)NC12CC3CC(CC(C3)C1)C2	-2.6	-0.1	-0.7	1.4	-5.4	2.3	-4.0	-0.1	6.2
COc1ccccc1-c1cnn2c(NC3CCCC3)cc(C)nc12	-1.8	-0.3	-6.3	-20.9	-15.9	-10.1	8.3	-2.9	-2.3
COc1ccc(Cn2nnnc2C(c2cccs2)N2CCSCC2)cc1 (stereo unspecified)	-5.1	-2.9	-3.0	-13.9	6.5	8.2	1.5	3.2	5.4
CCC(C(=O)N1CC2(C)CC1CC(C)(C)C2)N1C(=O)c2ccccc2C1=O (stereo unspecified)	-0.4	1.7	-1.6	-59.4	3.7	-0.1	-6.5	-0.5	-6.3
CCOC(=O)N1CCN(CCC(=O)Nc2ccccc2OC)CC1	5.9	0.7	-3.3	5.4	-9.3	-5.2	3.3	0.9	0.5
Clc1ccc(/C=N/Nc2nn[nH]n2)cc1	-4.7	-0.6	0.6	4.4	-0.7	1.0	-0.9	-0.4	2.7
CC1(C)OC2C(CO)OC(n3cnc4c(=S)nc(N)[nH]c43)C2O1 (stereo unspecified)	1.9	.	2.8	.	0.1	0.9	12.1	0.3	.
COc1ccc(NC(=O)c2ccc(COc3ccccc3)o2)cc1	-0.5	-3.4	0.0	3.0	-5.6	6.7	4.5	3.9	-2.9
CC(NC(=O)c1ccccc1)C(=O)NC1=NCCS1 (stereo unspecified)	-3.6	0.7	1.0	-3.8	-0.2	5.8	-0.2	0.8	1.0
O=C1NCCN(CC2CCN(CCc3ccc(Cl)c(Cl)c3)CC2)C1=O	2.5	-0.3	-1.3	4.4	-14.3	-3.7	7.8	-0.7	.
COc1ccc(CNC(=O)C[C@H]2C[C@H](C(=O)N(C(C)C)C(C)C)[C@@]3(C)c4[nH]c5cc(CCC(=O)N(C)C)ccc5c4CCN3C2=O)cc1OC	-0.8	-2.3	1.0	11.4	3.1	2.9	-2.0	-0.6	.

Ordered by count of non-hydrogen atoms (smallest number first): part of the list above.
SMILES	M5 PAM	CRFR2-BP ag	M5 ag	CRFBP-R2 block	CHRM4 antagonist	CHRM5 antagonist	M4 PAM	M4 ag	IDE cell inh
CCC(CC)C(=O)NC12CC3CC(CC(C3)C1)C2	-2.6	-0.1	-0.7	1.4	-5.4	2.3	-4.0	-0.1	6.2
COc1ccc(NC(=O)c2ccc(COc3ccccc3)o2)cc1	-0.5	-3.4	0.0	3.0	-5.6	6.7	4.5	3.9	-2.9
COc1ccc(Cn2nnnc2C(c2cccs2)N2CCSCC2)cc1 (stereo unspecified)	-5.1	-2.9	-3.0	-13.9	6.5	8.2	1.5	3.2	5.4

Next part:
SMILES	M5 PAM	CRFR2-BP ag	M5 ag	CRFBP-R2 block	CHRM4 antagonist	CHRM5 antagonist	M4 PAM	M4 ag	IDE cell inh
COCCn1c(=S)[nH]c2cc(C(=O)NC3CCCC(C)C3C)ccc2c1=O (stereo unspecified)	-0.6	-4.7	-1.7	-13.4	1.5	12.9	6.4	1.7	.
COc1cccc(Sc2ccccc2/C=N/NC(N)=O)c1	9.8	1.6	-5.8	0.9	-8.3	-7.7	7.0	1.4	4.0
COC(=O)C1=CN(c2cccc(OCc3ccccc3)c2)C(N)=C(C#N)C1c1ccc(-c2ccccc2)cc1 (stereo unspecified)	10.8	.	0.8	.	-13.3	-16.5	7.1	2.1	.
CC(=O)/C=C\c1ccccc1OC(=O)c1cc2ccccc2oc1=O	-9.5	-0.8	1.4	6.3	-2.8	19.2	0.8	0.7	-1.2
COc1ccccc1CCNC(=O)C(=O)NCC1OCCCN1S(=O)(=O)c1ccc(F)cc1C (stereo unspecified)	1.9	-2.9	-1.7	-28.3	-2.4	-1.7	-2.1	4.7	1.6
O=C1CC2(CCCC2)CC(=O)N1c1ccccc1	13.6	-0.8	1.6	10.5	-3.1	-1.1	19.3	3.4	-0.9
COc1cccc(CN2CCNC(=O)C2CC(=O)NCCc2cccc(C)n2)c1OC (stereo unspecified)	-8.2	-0.2	1.4	17.4	-7.2	9.4	2.2	2.0	4.7
Cc1cc(-c2nnc(CCC(=O)NCC(C)c3ccccc3)o2)no1 (stereo unspecified)	2.8	0.0	-2.7	-3.2	3.7	-1.1	-1.3	0.6	1.7
O=C(c1ccccc1)N1CCN(Cc2ccccc2C(F)(F)F)CC1	5.3	-1.8	-0.3	6.1	-3.6	8.0	11.6	0.9	8.0
COc1ccc2cc[nH]c2c1	8.5	-1.7	1.0	0.8	-3.0	6.7	5.5	2.0	-3.6
CC(C)C[C@@H](CO)NS(=O)(=O)c1cc(Cl)ccc1F	3.1	1.5	0.8	11.4	5.1	-8.3	-2.1	0.6	.
Cc1c(NC(=O)/C(C#N)=C/c2ccc(-c3ccccc3Cl)o2)c(=O)n(-c2ccccc2)n1C	-11.4	-3.6	-6.2	10.8	-12.3	8.1	-2.2	8.5	3.9
Cc1ccc(C(O)P(=O)(OCc2ccccc2)c2ccc(N(C)C)cc2)cc1 (stereo unspecified)	-0.6	-3.8	7.5	5.3	-4.4	-3.5	1.6	2.9	5.7
CCOC(=O)c1c(NC(=O)COc2ccc3ccc(=O)oc3c2)sc(C(=O)N(C)C)c1C	16.6	0.6	-1.6	0.3	2.6	-12.7	-4.1	0.2	-2.1
C=CCC(=O)N1CCCC(CO)(Cc2ccc(F)cc2F)C1 (stereo unspecified)	4.1	-0.2	2.6	-2.3	3.7	-1.9	6.0	1.3	0.8
CCCCCCCCNS(=O)(=O)CCNC1CCCCC1	0.0	-0.6	2.2	4.2	-8.8	-5.3	6.8	7.6	.
NC(=O)c1nsc(C(=O)N(CC(=O)NC2CCCCC2)Cc2ccc(F)cc2)c1N	4.2	-0.2	-0.2	-9.8	3.8	-1.3	-5.2	2.9	-0.3
CC(C)(C)C(=O)N1CCN(c2ccnc3cc(Cl)ccc23)CC1	-5.5	-2.1	-2.2	7.8	-11.8	12.2	-1.7	4.4	33.6*
O=C(CSc1nnc(CNC(=O)c2ccco2)o1)c1ccc(Cl)cc1	4.9	-2.2	2.8	17.7	8.3	-3.3	-3.8	2.2	-1.2
CCn1c(CNC(=O)c2cc(OC)c(OC)c(OC)c2)cc2ccccc21	-11.1	-0.2	14.3	1.0	-0.8	6.8	-5.5	10.4	-6.2
CC(=O)Nc1ccc(Nc2nnc(-c3ccc(C)c(S(=O)(=O)NCCO)c3)c3ccccc23)cc1	2.0	-2.4	-0.6	9.8	6.7	0.2	0.8	0.5	.
CCc1cccc(C)c1NC(=O)CN(C)S(=O)(=O)c1ccc(-c2ccc(=O)[nH]n2)s1	0.0	-1.7	-3.4	0.4	-5.5	10.1	1.9	5.7	4.3
CCN(CC(=O)Nc1ccc2c(c1)OCCO2)C(=O)c1ccc(C)c(S(=O)(=O)N2CCOCC2)c1	3.1	0.1	-2.2	6.4	4.2	-0.9	-0.5	0.0	-1.8
CC(CCc1ccccc1)NS(=O)(=O)c1ccccc1 (stereo unspecified)	8.6	-0.9	-5.4	4.4	-1.4	-12.3	-0.5	-0.6	-3.5
COc1ccc(CNC(=O)CC(C)c2ccccc2)cc1 (stereo unspecified)	-1.8	-0.6	0.8	3.0	2.5	0.3	-4.2	0.4	-1.0
COc1ccc(NC(=O)CN2CCCN(S(=O)(=O)c3ccc(F)cc3)CC2)cc1	2.2	1.1	-0.7	4.6	0.4	-1.6	6.7	2.5	4.4
CC(C)Nc1ncnc2c1ncn2[C@H]1CN(Cc2ccc3c(c2)OCO3)C[C@@H](CO)O1	-1.0	.	0.4	.	8.8	1.8	-3.4	0.7	.
Cc1nc(N)sc1-c1csc(Nc2cccc(C(=O)O)c2)n1	5.2	0.3	3.5	6.4	-1.9	-8.4	2.8	1.5	.
C=CCN1C=CC=C/C1=C1\SC(=S)N(C)C1=O	-4.6	0.7	-10.4	1.8	2.1	8.5	-4.6	0.1	8.5
Cc1cc(NC(=O)CSc2nc3ccc(Cl)cc3[nH]2)no1	0.9	-1.9	-0.7	-0.2	-15.1	0.8	9.9	5.2	3.1
CCOc1ccc(NC(=O)CN2CCN(CC(=O)c3ccc(OCC)cc3)CC2)cc1	6.2	-0.9	-4.7	-25.5	-18.5	-1.4	6.9	0.8	.
COc1ccc(-c2cc(C(=O)OC(C)C(=O)Nc3c(C)n(C)n(-c4ccccc4)c3=O)c3ccccc3n2)cc1 (stereo unspecified)	-5.9	-2.1	-0.3	16.8	-9.5	4.6	-3.3	8.4	10.5
c1ccc2[nH]c(-c3cnco3)cc2c1	9.7	-0.9	-3.7	-7.1	-0.3	0.8	-3.2	0.9	3.4
Cc1ccc(NC(=O)CSc2ncnc3ccccc23)cc1S(=O)(=O)N1CCCCCC1	-18.2	1.4	3.1	9.1	13.4	25.8	-20.6	12.6	4.4
CCc1cccc(NC(=O)Cn2cccc2)c1	7.9	-0.9	2.4	11.3	-6.9	-13.8	8.9	-0.1	2.3
CCCc1ccc2oc(C(=O)N(C)Cc3cnccn3)c(C)c2c1	3.4	-1.6	-1.2	8.8	-4.8	-0.2	-1.1	1.1	10.1
OC[C@@H]1CN(CCN2CCOCC2)C[C@H](n2cnc3c(NCc4ccc(F)cc4)ncnc32)O1	2.2	.	1.8	.	-15.3	7.4	7.3	0.2	.
COc1ccc(N2CCN(C(CNS(=O)(=O)c3ccc(C)cc3)c3ccccc3)CC2)cc1 (stereo unspecified)	-3.1	-2.1	-1.7	7.1	-15.5	11.3	4.1	-0.1	3.5
CCOc1ccccc1N(CC(=O)N1CCOCC1)S(=O)(=O)c1ccccc1	1.9	290.6*	-7.4	-127.5	-3.2	3.0	2.2	0.7	0.5
COc1ccccc1NCc1cc(=O)oc2c(C)c(O)ccc12	-6.4	1.4	5.7	-9.3	11.7	6.8	-15.0	15.4	-1.5
COCC(=O)Oc1c(Sc2ccccc2[N+](=O)[O-])c(C)nn1C(C)(C)C	8.7	-4.5	5.0	9.6	-7.0	0.9	18.1	0.6	6.2
COc1cc(NS(=O)(=O)c2ccc(NC(=O)c3ccc(Cl)cc3Cl)cc2)ncn1	-0.4	1.1	-3.2	-13.9	1.8	0.8	-1.5	-0.3	-5.0
Cc1ccc(C(C)C)c(OCCCN2CC(C)OC(C)C2)c1 (stereo unspecified)	-5.5	1.0	-7.0	6.3	-4.7	-3.4	2.7	-1.4	5.2

Two compounds from above, showing only M4 ag.
Structure	M4 ag
COc1ccc2cc[nH]c2c1	2.0
CC(C)C[C@@H](CO)NS(=O)(=O)c1cc(Cl)ccc1F	0.6
